G9a block: inhibitors of human histone lysine methyltransferase G9a; Q96KQ7; G9a H3K9 monomethylation, AlphaScreen, 2 h; Potency, µM (top dose mostly 102 µM), for inactives: top-dose activity, negative = inhibition, hits mostly inhibitors; 8.8% of 350,000 active; note: % is set by controls: 0 for no effect and ±100 for the full control effect; nearly all actives have a fitted effect of over 75% in size
Target sequence (Q96KQ7 913-1193 limits assumed): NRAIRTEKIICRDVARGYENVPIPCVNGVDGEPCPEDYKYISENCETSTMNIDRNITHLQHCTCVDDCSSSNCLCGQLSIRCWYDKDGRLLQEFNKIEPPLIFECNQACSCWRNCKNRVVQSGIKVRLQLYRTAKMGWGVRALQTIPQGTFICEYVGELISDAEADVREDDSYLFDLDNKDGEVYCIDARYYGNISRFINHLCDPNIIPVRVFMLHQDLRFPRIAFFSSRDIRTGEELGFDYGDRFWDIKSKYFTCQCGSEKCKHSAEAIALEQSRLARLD
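AlphaScreen read-out: biotin-H3K9 peptide (500 nM) methylation by 20 nM enzyme with 20 uM SAM, 2 h at room temperature after 15 min compound preincubation; anti-monomethyl H3K9 antibody plus donor/acceptor beads, 10 min dark.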
Pol iota inh: blocks human DNA polymerase iota activity; Q9UNA4; Pol iota fluorescent replication assay, 10 min; Potency, µM (highest dose often 115 µM), for inactives: top-dose activity, negative = inhibition, actives largely listed as inhibitors; 1% of 390,000 active; AID 588590
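Fluorescent replication assay read twice, at 0 min and 10 min after adding 50 nM (final) substrate. Enzyme (10 nM) and compounds were first incubated 15 min at room temperature; enzyme-free buffer wells were negative controls.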
APEX1 inh: blocks human APE1 abasic DNA cleavage | P27695 | recombinant APE1, TAMRA/BHQ-2 abasic DNA cleavage fluorescence | Potency, µM (titrated, usually from 65.8 µM), for inactives: top-dose activity change, negative = inhibition, most hits filed as inhibitors | 0.35% of 350,000 active;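 note: plate controls were vehicle for no effect and reference inhibitor for full effect; nearly all actives have a fitted effect of over 55% in size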
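Activity was derived from the fluorescence gain between first and third kinetic reads (60 s intervals, ex 525/em 598 nm) after 50 nM THF-abasic TAMRA/BHQ-2 duplex was added to 0.75 nM APE1 preincubated 15 min with compound.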
Apoferritin bind: candidate novel general anesthetic via apoferritin binding | P02791 | apoferritin/1-aminoanthracene competitive binding, fluorescence | Potency, µM (top dose mostly 77.5 µM), inactives show at the top dose activity change, negative = displacement, usual class: inhibitors | 0.074% of 350,000 active | AID 485281; note: % is set by controls: 0 for no effect and ±100 for the full control effect; nearly all actives have a fitted effect of over 20% in size
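Horse-spleen apoferritin (10 uM) in 50% saturated 1-aminoanthracene in PBS was incubated 10 min at room temperature with compound. Fluorescence (ex 380, em 535 nm) was normalized to free and bound 1-AMA, with concentration-response fitted by a four-parameter Hill equation.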
BAZ2B block: blocks human BAZ2B | 4.4% of 360,000 active | AlphaScreen BAZ2B-H3K14Ac peptide displacement | Q9UIF8 | Potency, µM (top dose mostly 114 µM), for inactives: top-dose activity change, negative = inhibition, hits mostly inhibitors; note: % is set by controls: 0 for no effect and ±100 for the full control effect; nearly all actives have a fitted effect of over 60% in size
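In this displacement format the biotinylated H3(5-23) peptide acetylated at Lys14 serves as ligand at 50 nM, with BAZ2B at 50 nM in PBS pH 7.4 containing 0.01% Tween-20. Donor and acceptor beads are 10 ug/mL final.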
Pol beta inh: blocks human DNA polymerase beta activity; P06746; Potency, µM (highest dose often 114 µM), without a hit: at the top dose activity change, negative = inhibition, hits mostly inhibitors; Pol beta primer extension/strand displacement, fluorescence kinetic; 1.3% of 340,000 active; AID 485314; note: % is set by controls: 0 for no effect and ±100 for the full control effect
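Pol beta (10 nM) and compounds were preincubated 15 min at room temperature, then 50 nM substrate (final) started primer extension/strand displacement. Reads were taken at 0 and 10 min; concentration-response data were fitted to a four-parameter Hill equation.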
BLM helicase inh: blocks DNA unwinding by human BLM helicase; P54132; recombinant BLM DNA unwinding, fluorescence dequenching; Potency, µM (highest dose often 56.1 µM), inactives show top-dose activity change, negative = inhibition, actives largely listed as inhibitors; 0.2% of 350,000 active; AID 2528;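 note: plate controls were vehicle for no effect and no enzyme for full effect; nearly all actives have a fitted effect of over 35% in size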
Pol kappa inh: DNA polymerase kappa (human) inhibition; AID 588579; Potency, µM (series often up to 107 µM), inactives show at the highest dose activity, negative = inhibition, hits mostly inhibitors; purified Pol kappa, fluorescent DNA synthesis assay, 10 min; 0.53% of 400,000 active; note: % is set by controls: 0 for no effect and ±100 for the full control effect
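First, compounds were pin-transferred onto 10 nM Pol kappa. After 15 min at room temperature, substrate was added to 50 nM final. Fluorescence was then measured kinetically at 0 and 10 min.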
POLH inh: blocks human DNA polymerase eta activity; Potency, µM (titrated, usually from 114 µM), for inactives: at the top dose activity change, negative = inhibition, usual class: inhibitors; 1.2% of 390,000 active; Q9Y253; AID 588591; recombinant Pol eta, fluorescent DNA replication assay; note: % is set by controls: 0 for no effect and ±100 for the full control effect
Target sequence (Q9Y253 whole entry, looked up): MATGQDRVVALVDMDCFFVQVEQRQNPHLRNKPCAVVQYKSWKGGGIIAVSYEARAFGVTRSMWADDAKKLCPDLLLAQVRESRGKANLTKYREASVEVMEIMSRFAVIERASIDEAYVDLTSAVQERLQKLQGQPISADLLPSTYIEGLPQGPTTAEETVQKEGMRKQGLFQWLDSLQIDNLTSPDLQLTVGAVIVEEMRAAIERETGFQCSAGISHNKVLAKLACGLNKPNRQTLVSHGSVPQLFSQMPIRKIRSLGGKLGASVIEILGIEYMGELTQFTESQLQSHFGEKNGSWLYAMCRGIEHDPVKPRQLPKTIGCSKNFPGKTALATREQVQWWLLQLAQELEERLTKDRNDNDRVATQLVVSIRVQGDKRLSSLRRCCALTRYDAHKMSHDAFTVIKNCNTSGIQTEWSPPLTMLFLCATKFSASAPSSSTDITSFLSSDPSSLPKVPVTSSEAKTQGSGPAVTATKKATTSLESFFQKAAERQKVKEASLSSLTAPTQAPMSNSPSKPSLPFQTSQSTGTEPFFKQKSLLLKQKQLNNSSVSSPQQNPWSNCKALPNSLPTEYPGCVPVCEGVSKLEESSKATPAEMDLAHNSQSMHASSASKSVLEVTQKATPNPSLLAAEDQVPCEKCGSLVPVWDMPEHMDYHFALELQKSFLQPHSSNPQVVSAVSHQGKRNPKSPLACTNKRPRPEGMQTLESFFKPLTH
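Pol eta (10 nM) was preincubated with compounds for 15 min at room temperature, after which fluorescent replication substrate (50 nM final) was added to start the reaction. Fluorescence was read kinetically at 0 and 10 min.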
Active calls of the source: *; ? = inconclusive; / = no result given; & = joins results of further samples; [ ] = remark or other dose. Calls come from the whole dose curve; as a rule, active = well fitted curve in the direction sought with a large enough effect; inconclusive = small, poorly fitted or top-dose-only effect, or another doubt; inactive = no such curve, though single readings can be large; an effect the other way counts as inactive or inconclusive. Potency is the fitted concentration of half-maximal effect. Only part of the results is shown, so the mix of outcomes need not match the whole.

SMILES | G9a block | Pol iota inh | APEX1 inh | Apoferritin bind | BAZ2B block | Pol beta inh | BLM helicase inh | Pol kappa inh | POLH inh
Cc1ccc(C)c(OCCC(=O)OCC(=O)NC(=O)NC2CCCCC2)c1 | / | 36%[activator] | -7% | / | / | / | / | -7% | -14%
CC(C)CC(=O)NC(=S)Nc1ccc(N2CCCC2)c(Cl)c1 | / | 0%[58.9 µM] | -1% | -7% | -20% | -1% | -4% | -6% | -6%
COc1ccccc1N1CCN(C(=O)c2ccc(Cl)c(S(=O)(=O)N3CCOCC3)c2)CC1 | ? | 21% | 1% | -10% | -8% | -13% | -7% | -7% | 7%
COc1ccc(NC(=O)N2CC[C@@]3(CCCN(C(=O)c4cc(C(F)(F)F)cc(C(F)(F)F)c4)C3)C2)cc1 | 0%[12.7 µM] | / | 1% | / | / | / | -6% | 2%[60.1 µM] | /
COc1ccc(S(=O)(=O)n2cnc3cc(C)c(C)cc32)cc1 | 19%[59 µM] | 2% | 11% | -18% | 8% | 22% | 2% | 0% | -16%
CCOc1ccc(NS(=O)(=O)c2ccc(C(=O)NCCCN3CCCC3=O)cc2)cc1 | 12% | 18% | 14% | -4% | -13% | 49% | -1% | 2% | -9%
NC(=O)C1CCN(c2nc(-c3ccccc3N)cs2)CC1 | ? | -12% | 13%&-8% | / | ? | / | / | -6% | -15%
CSCC[C@@H](C(=O)NCCCCCCCCCCC(=O)N1CCNCC1)n1cc(CCO)nn1 | 3%[2.33 µM] | 5% | 52%[activator] | / | -27% | / | / | 0% | -1%
Cc1snnc1C(=O)NC(=S)Nc1ccccc1 | ? | 9% | 0% | -5% | -18% | 11% | -2% | -6% | -4%
CCC(c1nnc(SCC(=O)Nc2ccc(N3CCOCC3)cc2)n1Cc1ccccc1)N(C)C (configuration not stated) | -35%[2.33 µM] | 3% | -5% | / | -2% | / | / | -6% | -10%
COc1ccc(CNC(=O)Cn2nc(C)c3nn(-c4ccc(Cl)cc4)c(C)c3c2=O)cc1 | 17%[59 µM] | 3% | / | -8% | 8% | 22% | -2% | -3%[60.1 µM] | -14%
CCc1cc(Cn2nc(-c3ccccc3)cc2C(=O)NCC2CC2)on1 | 1%[2.33 µM] | 19% | 43%[activator] | / | 8% | / | / | -2% | -16%
O=C(CSc1nc(-c2ccccc2)no1)N1CCN(c2ccccc2F)CC1 | 5%[59 µM] | 89µM* | / | 59%[activator] | 9% | 1% | -5% | -9% | -12%
COCCn1c(C)cc(C(=O)COc2cccnc2[N+](=O)[O-])c1C | ? | 12% | -3% | -4% | -31% | -10% | 0% | -18% | -3%
CCc1cccc(CC)c1NC(=S)N1CCn2cccc2C1c1cccnc1 (configuration not stated) | ? | 4% | 5% | -6% | ? | 41% | 3% | -5% | -14%
COc1cccc(Sc2ccccc2/C=N/NC(N)=O)c1 | -7% | 27% | 1% | -2% | -4% | 0% | 1% | 5% | -22%
Cc1cc(=O)[nH]c(N/N=C/c2ccc([N+](=O)[O-])cc2)n1 | 14% | / | 3% | -3% | -1% | -20% | -9% | / | /
Cc1ccc(S(=O)(=O)N2CCCOC2CNC(=O)C(=O)NCc2ccco2)cc1 (configuration not stated) | 4%[59 µM] | 5% | 4% | -9% | -5% | -1% | 3% | 1% | -15%
O=C(Nc1ccc(Cl)cc1C(F)(F)F)c1cc(S(=O)(=O)NCc2ccccc2)ccc1F | 10%[59 µM] | -9% | / | ? | 4% | ? | -5% | 3%[60.1 µM] | 4%
O=C(C1CCN(Cc2nc(Cc3cccc(F)c3)no2)CC1)N1CCOCC1 | -32% | 82%[activator] | -1% | 0% | -17% | -9% | -5% | 11% | -8%
Cc1cccc(NC(=O)COC(=O)c2ccc(S(=O)(=O)N3CCCCCC3)cc2)c1 | ? | 29% | 6% | / | 10% | / | / | -19% | -1%
CCOC(=O)c1ccc(N2C(=O)c3[nH]nc(-c4ccc(OCC)cc4)c3C2c2cccs2)cc1 (configuration not stated) | -8%[59 µM] | 53%[activator] | / | -7% | / | 11% | -6% | -10% | -3%
CC(=O)N1CCc2ccc(S(=O)(=O)N3CCc4ccccc43)cc21 | -7%[59 µM] | -5% | 19% | -6% | -8% | 4% | -1% | 2% | -6%
COc1ccccc1NC(=O)CN1C(=O)COc2ccc(S(=O)(=O)N3CCOCC3)cc21 | 9%[59 µM] | 31%[activator] | 59%[activator] | -7% | -4% | 4% | 2% | 3% | -6%
COc1ccc(S(=O)(=O)NC(C)C(=O)NCc2ccncc2)cc1OC (configuration not stated) | -22% | 89µM* | 24% | -3% | 8% | 0% | 0% | 1% | -16%
N[C@@H](CO)c1nnc([C@H](Cc2ccc(O)cc2)NC(=O)C2CCNCC2)o1 | -7%[12.7 µM] | -7% | 6% | 0% | -14% | -4% | -1% | 4% | -21%
NC(=O)NC(=O)CN1C(=O)NC(c2ccccc2)(c2ccccc2)C1=O | 7% | -5% | 13% | 3% | -23% | 1% | -1% | 2% | -18%
O=C(CNC(=O)c1ccco1)NCC(=O)OCc1cccc(Cl)c1 | 6%[59 µM] | 14% | -1% | -10% | 2% | 25% | -1% | -11% | 2%
Cc1ccc(CN2CCSc3ccc(C(=O)NCc4cccnc4)cc32)cc1 | ? | / | -4% | -8% | ? | 2% | -9% | -6% | -11%
COc1ccccc1C(=O)Nc1cccc(OCc2cc(=O)n3c(C)csc3n2)c1 | ? | ? | / | 46%[activator] | -9% | 16% | -5% | ? | -2%

By substructure: the entries above with a furan ring, fused or not.
SMILES | G9a block | Pol iota inh | APEX1 inh | Apoferritin bind | BAZ2B block | Pol beta inh | BLM helicase inh | Pol kappa inh | POLH inh
Cc1ccc(S(=O)(=O)N2CCCOC2CNC(=O)C(=O)NCc2ccco2)cc1 (configuration not stated) | 4%[59 µM] | 5% | 4% | -9% | -5% | -1% | 3% | 1% | -15%
O=C(CNC(=O)c1ccco1)NCC(=O)OCc1cccc(Cl)c1 | 6%[59 µM] | 14% | -1% | -10% | 2% | 25% | -1% | -11% | 2%

Continuation:
SMILES | G9a block | Pol iota inh | APEX1 inh | Apoferritin bind | BAZ2B block | Pol beta inh | BLM helicase inh | Pol kappa inh | POLH inh
CCS(=O)(=O)c1c(Nc2ccc(F)c(Cl)c2)sc(C(=O)c2ccccc2)c1N | -42%[59 µM] | -9% | / | 9% | ? | 8% | -6% | -7% | -10%
Cc1cc(C(=O)Nc2sc3c(c2C#N)CCC(C)C3)no1 (configuration not stated) | 19%[59 µM] | 18% | ? | 2% | 0% | 13% | 0% | 0% | -13%
COc1ccc(CNS(=O)(=O)c2ccc(S(=O)(=O)NC3CC3)cc2)cc1 | 26% | ? | -6% | -8% | 5% | 50% | 1% | -9% | 2%
COc1ccccc1NC(=O)C1=C(C)Nc2nnnn2C1c1cc(Br)c(O)c(OC)c1 (configuration not stated) | -2%[59 µM] | 20% | / | -15% | 4% | -2% | -1% | -15% | -21%
COc1c(C)cc(C(=O)C2CCCN(C(=O)CCc3scnc3C)C2)cc1C (configuration not stated) | / | 9% | 7% | -10% | 3% | 19% | -3% | -7% | 16%
CCOC(=O)N1CCN(C(=O)CSc2nnc(-c3ccc(C)c(C)c3)o2)CC1 | -10% | -3% | 3% | -6% | -7% | 3% | 0% | 15% | -18%
O=C(NCc1cccc(Cl)c1)c1ccc(CS(=O)Cc2ccc(Cl)cc2)o1 (configuration not stated) | / | 37%[activator] | -15% | -7% | -9% | 11% | -6% | -11% | -17%
O=C(CCC(=O)OCc1cccc([N+](=O)[O-])c1)Nc1ccc(F)cc1 | 17% | 20% | -3% | -10% | -15% | 0% | -7% | 15% | -10%
COCCN(C(=O)CSc1nnc(-c2ccccc2F)o1)c1c(N)n(CC(C)C)c(=O)[nH]c1=O | ? | 0% | 32% | / | 0% | / | / | 1% | -5%
CC1=NN(C(N)=S)C(=O)C1N=Nc1ccccc1Cl (configuration not stated) | -9%[0.501 µM] | -5% | -5% | -13% | -27% | 32% | 0% | 2% | -16%
COc1ccc(-c2cc(=O)c(C(=O)c3ccc(C)cc3)n[nH]2)cc1 | -26% | 74%[activator] | 5% | -7% | 31% | 17% | -1% | -12% | 2%
CCn1c(SCC(=O)NC(=O)NCc2ccco2)nc2sc(C)c(C)c2c1=O | ? | 28µM* | ? | ? | -27% | 20µM* | ? | ? | ?
COc1ccc(C(=O)Oc2cc(/C=N/NS(=O)(=O)c3ccccc3)ccc2OC)cc1 | -4%[12.7 µM] | -3% | -8% | -13% | -36% | 2% | -10% | -13% | -9%
Cc1cccc2cc(COC(=O)COc3ccccc3)c(=O)[nH]c12 | 4%[59 µM] | 6% | 3% | -11% | / | 3% | -2% | -3% | 3%
COc1ccc(CNC(=O)c2cnc(N3CCCC3)nc2C)c(OC)c1 | 7%[59 µM] | 30% | / | 0% | -4% | 3% | 1% | -3%[60.1 µM] | /
CN(CC(=O)Nc1cccc(Cl)c1)S(=O)(=O)c1ccc2[nH]c(=O)oc2c1 | 7% | -4% | -10% | 0% | -36% | 15% | 0% | -6% | 1%
Cc1ccc(-c2[nH]nc3c2C(c2cccnc2)C(C#N)=C(N)O3)cc1 (configuration not stated) | -10%[59 µM] | 8% | 2% | -3% | ? | 21% | 1% | -16% | -14%
CC[C@]12c3[nH]c4ccc(Cl)cc4c3CCN1C(=O)[C@@H](CC(=O)NCCCN(C)C)C[C@@H]2C(=O)N1CCN(C(=O)c2ccco2)CC1 | / | -10% | -4% | / | / | / | / | -9% | -6%
CCOC(=O)C1=CN(Cc2cccc(Br)c2)S(=O)(=O)N(CC)C1C (configuration not stated) | / | 8% | 13% | / | / | / | / | 5% | -20%
CCCN1C(=O)c2cc(C(=O)NCc3ccc(OC)cc3)ccc2C1O (configuration not stated) | -27% | 15% | 0% | -2% | 4% | 1% | 2% | 14% | -5%
